DAGLB inh – DAGLB lipase inhibitors, primary screen, biochemical, fluorescence, HTS; HEK293T DAGLB membrane lysate, EnzChek fluorogenic substrate; Diacylglycerol lipase-beta (Homo sapiens), Q8NCG7; inhibition, % at 5.17 µM; hit rate 0.059% among 340,000; in the data active = inhibition above about 34%;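 note: 0% = enzyme with vehicle and 100% = wells lacking enzyme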
PKA-R2B activ – activators of PKA-R2B holoenzyme, primary screen, biochemical, fluorescence polarization, Cy5-IP20, human; PKA-R2B holoenzyme dissociation; R2B truncated from residue 108, S112A mutant; 0% DMSO only, 100% 113 µM cGMP; hit rate 0.079% among 340,000; activation, % at 11.4 µM;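 active = activation above a cutoff set at the mean over all compounds plus 3 SD, cut at about 18% in these data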;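 note: higher means more holoenzyme dissociation and a rise in polarization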
Target sequence (P31323 whole entry, looked up, other chains not shown, the tested form may be a part): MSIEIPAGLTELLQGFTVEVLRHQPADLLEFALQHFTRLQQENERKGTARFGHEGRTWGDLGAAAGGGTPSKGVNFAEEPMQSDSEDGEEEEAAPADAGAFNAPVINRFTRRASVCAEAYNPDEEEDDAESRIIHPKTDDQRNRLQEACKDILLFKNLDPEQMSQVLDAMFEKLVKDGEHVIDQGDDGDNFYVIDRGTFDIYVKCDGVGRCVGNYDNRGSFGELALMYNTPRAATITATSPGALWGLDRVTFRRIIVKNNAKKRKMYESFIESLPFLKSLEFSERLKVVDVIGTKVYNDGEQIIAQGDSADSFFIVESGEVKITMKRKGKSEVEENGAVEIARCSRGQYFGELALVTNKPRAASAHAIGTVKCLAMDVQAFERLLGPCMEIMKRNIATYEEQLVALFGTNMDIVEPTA
HTR5A inv ag – HTR5A inverse agonists in luminescence cell assay, primary screen, counter-screen for OPRM1-OPRD1 heterodimer inverse agonist project, full-deck HTS; inhibition, % at 9.3 µM; hit rate 0.083% among 340,000; AID 504634, 2011; HTR5A cell line, inverse agonism; 5-hydroxytryptamine receptor 5A (Homo sapiens), P47898; in the data active = inhibition mostly above about 23%, no sharp cut-off; inactive = mostly below about 18%;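 note: 0% = cells with DMSO and 100% = no-cell wells with DMSO; some compounds called inactive have numbers as strong as hits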
Target sequence (P47898 whole entry, looked up): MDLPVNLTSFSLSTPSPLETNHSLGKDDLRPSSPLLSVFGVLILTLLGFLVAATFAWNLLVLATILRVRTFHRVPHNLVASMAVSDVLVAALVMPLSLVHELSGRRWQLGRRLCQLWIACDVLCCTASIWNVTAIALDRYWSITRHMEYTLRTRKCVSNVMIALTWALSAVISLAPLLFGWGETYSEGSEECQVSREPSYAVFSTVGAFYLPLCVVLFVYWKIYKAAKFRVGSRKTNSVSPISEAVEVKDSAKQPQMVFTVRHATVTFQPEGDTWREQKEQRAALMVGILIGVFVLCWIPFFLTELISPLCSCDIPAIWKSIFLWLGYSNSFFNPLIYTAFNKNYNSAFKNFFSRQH
V-ATPase pHluor – regulators of yeast V-ATPase proton pumping, primary screen, pHLuorin cytosolic pH fluorescence; response, % at 10 µM; S. cerevisiae; AID 504577, 2011; hit rate 0.37% among 350,000; in the data active = response mostly above about 7.3%, no sharp cut-off; inactive = mostly below about 5.4%; note: actives read high; inactives centre near 0; some compounds called inactive have numbers as strong as hits; reference of the scale not given here
Arrestin-AP2 inh – inhibitors of beta-arrestin/AP2 binding, primary screen, biochemical, GPCR trafficking, flow cytometry. beta-arrestin 1 C-terminal peptide binding to AP2 beta2-adaptin appendage (human). FITC-arrestin peptide / GST-AP2 beads; AP2 beta2 appendage carries R879A mutation. inhibition, % at 10 µM. hit rate 0.31% among 340,000;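 active = inhibition above a set limit, near 3 SD of compounds lacking own fluorescence, cut at about 54% in these data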;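 note: plate controls were DMSO wells for no effect and 5 µM unlabelled arrestin peptide for full effect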
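Material – AP2 appendage R879A on GSH beads · Buffer or medium – PBS with 0.05% Tween 20 and 0.1% BSA · Probe or stimulus – fluorescein-tagged arrestin peptide at 50 nM final · Incubation – compound with beads 12 min RT, then probe 1 h RT · Detection – high-throughput flow cytometry of beads, ex 488, em 535 nm · Evaluation – percent response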
Pemphigus Ab inh – inhibitors of pemphigus antibody binding to DSG3, primary screen, biochemical, bead-based, flow cytometry, scFv-GFP. binding (percent of control), % at 10 µM. AID 588358, 2011. DSG3-coupled beads, scFv-anti-DSG3-GFP binding; active compounds read low. Desmoglein-3 (Homo sapiens), P32926. hit rate 0.48% among 310,000;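 active = binding more than 3 SD below its plate's average and above zero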;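 note: hits lower antibody fragment binding to DSG3; some compounds called inactive have numbers as strong as hits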
MOR-DOR inv ag – inverse agonists of MOR-DOR heterodimerization, primary screen, cell-based, luminescence. AID 504357, 2011. cell-based MOR-DOR heterodimer luminescence, inverse agonism. Mu-type opioid receptor (Homo sapiens) + Delta-type opioid receptor (Homo sapiens), …. inhibition, % at 9.3 µM. hit rate 0.21% among 340,000; in the data active = inhibition above about 22%, passing the limit was not always enough;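 note: 0% = cells with DMSO and 100% = wells without cells with DMSO; values of inactives mirror those of a sister screen read the other way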
HTR5A ag – HTR5A agonists in luminescence cell assay, primary screen, counter-screen for OPRM1-OPRD1 heterodimer agonist project, full-deck HTS | AID 504692, 2011 | activation, % at 9.3 µM | cell-based | hit rate 0.61% among 340,000; in the data active = activation mostly above about 9.5%, no sharp cut-off; inactive = mostly below about 7.6%;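 note: 0% = cells with vehicle only and 100% = reference agonist; strong numbers were not always called active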
OPRM1-OPRD1 ag – agonists of OPRM1-OPRD1 heterodimerization, primary screen, cell-based, luminescence; cells; activation, % at 9.3 µM; hit rate 0.3% among 340,000; AID 504326, 2011; Mu-type opioid receptor (Homo sapiens) + Delta-type opioid receptor (Homo sapiens), …; in the data active = activation above about 18%;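 note: 0% = vehicle-treated cells and 100% = reference agonist; values of inactives mirror those of a sister screen read the other way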
PKA-R1A activ – activators of PKA-R1A holoenzyme, primary screen, biochemical, fluorescence polarization, Cy5-IP20, bovine R1A, mouse PKAc; hit rate 0.083% among 340,000; AID 504707, 2011; cAMP-dependent protein kinase type I-alpha regulatory subunit (Bos taurus) + …; PKA-R1A dissociation; scaled: DMSO 0%, 113 µM cGMP 100%; activation, % at 11.4 µM;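 active = percent activation above the mean of all tested compounds plus 3 SD, cut at about 19% in these data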;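 note: higher means more PKAc released from R1A so a rise in polarization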
An asterisk follows results filed as active; . = no result given; & = joins results of further samples.

SMILES	DAGLB inh	PKA-R2B activ	HTR5A inv ag	V-ATPase pHluor	Arrestin-AP2 inh	Pemphigus Ab inh	MOR-DOR inv ag	HTR5A ag	OPRM1-OPRD1 ag	PKA-R1A activ
N=c1n(CC(=O)c2cccc([N+](=O)[O-])c2)c2ccccc2n1Cc1ccccc1	-3	-12	-4	0	25	111	-16	1	3.2	-3
COc1ccc(OC)c(S(=O)(=O)N2CCCC(C(=O)NC3CC3)C2)c1 (stereo not drawn)	1	-5	-5	0	11	101	5	2	-1.0	1
COc1ccc(S(=O)(=O)NCc2ccc3c(c2)OCO3)cc1OC	-2	2	-5	5	35	96	11	1	-1.9	3
COc1ccc([N+](=O)[O-])cc1NC(C)C	2	-4	8	-1	-2	81	0	-3	0.0	-5
COc1ccc(C(C)=O)cc1CSc1ncccn1	-1	-17	-25	-2	22	102	10	-14	-2.0	-8
CCS(=O)(=O)N1Cc2ccccc2CC1C(=O)Nc1cccc(OC)c1 (stereo not drawn)	0	3	0	-3	-7	100	13	0	-2.8	-8
Cc1c(OCC(=O)NC(Cc2ccc(Cl)cc2)C(=O)O)ccc2c3c(c(=O)oc12)CCC3 (stereo not drawn)	3	5	6	-6	9	102	8	3	-1.5	-1
C#CCNC(=O)C1=C[C@H](c2coc3ccccc3c2=O)C[C@H](OCc2ccc(CO)cc2)O1	2	-5	-15	0	2	102	8	2	-1.4	-3
O=C(COC(=O)c1cnc(Cl)c(Cl)c1)NC1CCCCCC1	1	12	-10	0	-7	105	9	4	-2.1	3
O=C(O)Cn1ccc2cc(S(=O)(=O)N3CCCCCC3)ccc21	1	9	-7	-1	18	105	9	-1	-1.7	11
C=CCOC(=O)C(C#N)c1nc2ccccc2nc1N1CCCC1 (stereo not drawn)	-3	-4	3	-4	-6	103	12	-1	-2.1	-7
Cc1ccc(C(=O)N2CCCCC2)cc1S(=O)(=O)N1CCCCCC1	0	11	0	-5	4	94	5	4	-1.0	-2
COc1cccc(CC(=O)Nc2ccc(S(=O)(=O)Nc3nccs3)cc2)c1	0	-20	-1	0	-3	114	13	0	-2.5	-8
CCN(CC)S(=O)(=O)c1cc(-c2nnc(-c3ccc(Br)cc3)o2)ccc1Br	-1	-12	-1	-1	-9	.	2	0	-0.4	4
COc1ccc(CCNC(=O)Cn2c(=O)[nH]c3ccsc3c2=O)cc1OC	-1	-16	12	1	27	101	16	1	-3.2	-7
COC(=O)C1CCN(Cc2nnc(-c3ccccc3)o2)CC1	-5	-15	-4	0	4	93	11	1	-2.5	6
Cc1ccc(OCC(=O)O/N=C(\N)c2cccnc2)cc1	-4	-2	4	2	10	101	19	-1	-3.4	-9
C=CCNC(=O)NC(=O)COC(=O)c1nc2nccc(C)n2n1	1	0	7	1	11	102	12	-3	-2.1	2
O=C(NC(NC(=S)Nc1cccc(Cl)c1)C(Cl)(Cl)Cl)OCc1ccccc1 (stereo not drawn)	-11	2	0	3	13	104	-52	-1	8.8	-1
COc1cccc(-c2cccc(NC(=O)C3CCN(Cc4cccc(C)n4)CC3)c2)c1	-2	-10	-2	-2	5	106	11	4	-2.1	2
Cc1ccccc1NC(=O)CSc1nnc(CNC(=O)c2ccco2)n1C	0	-3	-12	0	-1	104	16	0	-2.9	7
O=C(COC(=O)c1cnccn1)Nc1ccc(Cl)cc1C(F)(F)F	-2	4	-19	-1	19	105	4	6	-0.6	-1
CCc1ccc(NC(=O)COc2ccc(F)cc2C(=O)c2cnn(-c3ccccc3)c2)cc1	-11	-6	-7	-1	1	106	-28	0	5.1	2
COc1ccccc1-n1c(SCC(N)=O)nc2c(c1=O)SCC2	0	1	-4	-1	0	97	15	1	-2.9	-7
O=C(Nc1nc2ccsc2c(=O)s1)c1ccc(F)cc1Cl	-4	-1	2	2	44	98	10	0	-1.9	14
O=C(COC(=O)c1cccs1)NCCC1=CCCCC1	0	-6	12	3	-3	86	12	3	-2.4	-9
CCOC(=O)/C=C1\CN(CCC(C)C)S(=O)(=O)c2ccccc21	-4	-12	-21	-1	19	99	3	2	-0.6	-8
CCN(CC(=O)Nc1ccccc1-c1ccccc1)Cc1nc2ccccc2c(=O)[nH]1	-1	-7	11	-4	20	116	-12	-4	2.4	-8
Cn1c(=O)c2c(nc(SCC(=O)NCC3CCCO3)n2C)n(C)c1=O (stereo not drawn)	3	5	-13	-3	-1	104	-5	5	0.9	-10
CC(=O)c1ccc(OCCCC(=O)Nc2cc(S(=O)(=O)N(C)C)ccc2C)cc1	-1	-1	4	-3	25	96	14	-1	-2.7	-3
C[C@H](CO)N1C[C@H](C)[C@H](CN(C)S(=O)(=O)c2ccc(F)cc2)Oc2ncc(Br)cc2C1=O	-1	-1	.	1	.	101	.	.	.	0
Cn1ccnc1C(O)(c1nnc(-c2ccccc2)o1)C(F)(F)F (stereo not drawn)	1	-7	26	-2	-1	104	6	2	-0.9	0
Cc1ccc(NC(=O)c2ccccc2F)c(NC(=O)c2ccccc2F)c1	-2	-11	4	-1	35	111	13	-4	-2.6	13
CCC(Sc1nc(N)c(NC(=O)c2ccc(OC)cc2)c(=O)[nH]1)C(=O)O (stereo not drawn)	-1	-5	-9	-1	-3	83	15	3	-2.4	2
Cc1cccc(NCCC(=O)c2ccc([N+](=O)[O-])cc2)c1C	-1	3	-9	96*	1	96	-17	3	3.5	-6
CC(=O)Nc1ccc(N=Cc2nc(-c3ccc(C)cc3)oc2O)cc1	8	-2	-9	-3	9	.	7	0	-1.2	4
COc1ccc2oc(=O)c(C(=O)Nc3cccc(C)c3)cc2c1	-6	1	-5	2	9	103	5	2	-0.9	6
CCC(C)c1ccc(O)c(NC(=S)NC(=O)c2cccs2)c1 (stereo not drawn)	-5	2	.	-3	.	96	.	.	.	-11
CSC1=NC2(C[C@H]2c2ccccc2)C(=O)N1C (stereo partly drawn)	-1	-1	27	3	21	105	-3	2	0.6	4
O=C(CN1CCN(S(=O)(=O)N2CCCCC2)CC1)Nc1cc(Cl)ccc1Cl	-4	3	-7	-2	21	109	12	3	-2.2	-8
O=C(CNC(=O)c1sc2ccccc2c1Cl)Nc1ccccc1F	-9	-1	-11	-2	1	112	-85	4	15	-7
O=c1c2cccnc2n(-c2ccccc2)n1Cc1c(Cl)cccc1Cl	0	-16	-11	-1	0	96	6	4	-1.1	-5
Cc1cc(C)n(CCCNCC(O)c2ccccc2)n1 (stereo not drawn)	-1&-3	2&4	3&0	1&3	5&20	.	9&0	-1&0	-1.9&0.0	-8&-1
OCCC1CN(Cc2cccn2-c2nccs2)CCN1C1CCCCC1 (stereo not drawn)	2	0	2	-7	0	102	2	-1	-0.3	8
CC1=C(C#N)c2nc(N)c(C#N)c(C)c2/C1=C\c1ccc(-c2ccccc2C(=O)O)o1	21	2	10	-3	-13	101	12	-4	-2.1	8
COc1ccc(/C=N/NC(=O)CCNc2n[nH]c(=O)[nH]c2=O)c(OC)c1	-1	8	7	6	-3	95	8	-7	-1.6	1
CCOC(=O)c1cc2c(ccn2C)n1CC(=O)N1C(C)CCCC1C (stereo not drawn)	-2	-10	-35	-3	33	97	9	4	-1.9	2
COc1ccc(/C=N/Nc2ccc(C(=O)O)cc2)cc1OC	1	-1	-17	2	-2	86	7	4	-1.2	10
COc1ccc2[nH]c(C(=O)O)c(NS(=O)(=O)c3ccc(Cl)s3)c2c1	4	-1	1	-1	10	97	0	0	0.1	-13
c1cncc(-c2csc(NCc3ccco3)n2)c1	1	-9	5	1	24	.	17	-3	-2.7	0

The results go on:
SMILES	DAGLB inh	PKA-R2B activ	HTR5A inv ag	V-ATPase pHluor	Arrestin-AP2 inh	Pemphigus Ab inh	MOR-DOR inv ag	HTR5A ag	OPRM1-OPRD1 ag	PKA-R1A activ
C[C@H]1CN=C(Nc2ccccc2)N1CCCC1CCCC1	5	-4	4	-5	10	99	7	0	-1.6	-7
CN1/C(=C\C=N\O)C(C)(C)c2ccccc21	1	-17	-9	1	1	96	-13	3	1.9	-5
CCOC(=O)N1CCN(C(=O)C2CCN(S(=O)(=O)c3cc(C)ccc3OC)CC2)CC1	-1	-10	1	0	4	99	18	0	-3.7	-3
CCOP(=O)(OCC)c1nc(-c2ccccc2)oc1NCc1ccccc1	1	-12	11	-5	22	.	-6	-5	1.2	0
COc1ccccc1C(=O)NC(=O)CSc1nc2nc(C)cc(C)n2n1	1	5	25	1	0	103	14	-10	-3.5	11
O=C(CSc1nnnn1-c1cccnc1)Nc1ccc(F)cc1F	-5	2	-14	-1	12	110	3	1	-0.6	11
O=c1c(-c2ccnn2-c2cccc(Cl)c2)cnc2n1CCS2	2	0	-2	0	2	100	4	-1	-0.7	10
Cc1ccc(C(=O)NNC(=O)C2CCN(c3nc(C)cc(C)n3)CC2)cc1	-1	2	5	6	23	105	7	-2	-1.2	-9
CCCCCCNC(=O)CCc1nc2cccnc2n1Cc1ccc(OC)cc1	1	1	2	1	32	94	22	-1	-3.7	-7
CC(=O)Oc1ccc2c(c1)c(C(C)=O)c(C)n2C	2	7	-7	18*	12	102	5	2	-1.0	-5
Cc1ccccc1NCN1C(=O)C2C3C=CC(C3)C2C1=O (stereo not drawn)	0	-3	-1	2	-4	93	4	0	-0.7	-6
COCCNc1nc(C)c(C(C)=O)s1	3	-9	5	0	-25	96	18	-2	-4.0	-8
CCN(CC)S(=O)(=O)c1cccc(NC(=O)c2ccccc2Br)c1	-3	-9	13	-1	15	104	4	-5	-0.7	-2
O=C(COc1ccc(-c2ccccc2)cc1)NNC(=O)Nc1ccccc1	-2	-9	14	-2	-20	102	-1	6	0.1	-6
CCOC(=O)c1ccn(-c2nc(-c3ccco3)cc(C(F)(F)F)n2)n1	-8	6	7	-2	-4	101	-3	-3	0.6	0
CN1CCN(NC(=O)c2ccc(Br)s2)CC1	0	7	5	1	1	94	8	-2	-1.4	-2
O=C(/C=C/c1ccccc1Cl)c1ccc(O)cc1	-6	10	1	-2	-11	117	-18	0	3.9	1
O=C(NCc1nnnn1-c1ccc(F)c(F)c1)c1cc2ccccc2o1	-2	-3	-6	-1	-5	103	13	2	-2.6	-1

Screens (PubChem BioAssay)

An unsorted share of the library. About 2.4% of those tested had a hit in this group.
